Screens deposited in PubChem BioAssay by several laboratories.
Cdc42 wt GTP: modulators (inhibitors or activators) of GTP binding to human Cdc42 wildtype; P60953; GST-Cdc42 beads, Bodipy-GTP binding, flow cytometry; actives lie on both sides; percent activity (GTP binding), % at 10 µM; hit rate 0.2% among 190,000; AID 761;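 active = percent activity GTP binding at least 20 points away from the 100% baseline, either down as inhibitor or up as activator; inconclusive = compound flagged as likely green fluorescent from well-wide comparison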;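 also: median bead fluorescence of bound Bodipy-FL-GTP at 100 nM; 0% = excess unlabeled GTP control and 100% = no compound control; below 100% means less GTP binding so inhibitor and above means activator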
Target sequence (P60953 whole entry, looked up): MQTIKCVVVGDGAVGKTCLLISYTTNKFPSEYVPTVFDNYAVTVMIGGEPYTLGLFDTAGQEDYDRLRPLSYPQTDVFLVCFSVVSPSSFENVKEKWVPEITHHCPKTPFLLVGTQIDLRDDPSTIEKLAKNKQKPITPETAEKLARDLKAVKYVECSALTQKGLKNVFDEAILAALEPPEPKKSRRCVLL
HRas wt GTP bind: changes GTP binding to wildtype human HRas. P01112. GST-Ras wt beads, Bodipy-FL-GTP binding, flow cytometry; actives lie on both sides. GTP binding activity, % at 10 µM. hit rate 0.14% among 190,000. AID 759;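 active = GTP binding activity at least 20% away from the 100% baseline, either lowered as inhibitor or raised as activator; inconclusive = flagged as likely green fluorescent, judged across all proteins in the well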;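 also: 0% = unlabeled GTP competition control and 100% = no-compound control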
Target sequence (P01112 whole entry, looked up): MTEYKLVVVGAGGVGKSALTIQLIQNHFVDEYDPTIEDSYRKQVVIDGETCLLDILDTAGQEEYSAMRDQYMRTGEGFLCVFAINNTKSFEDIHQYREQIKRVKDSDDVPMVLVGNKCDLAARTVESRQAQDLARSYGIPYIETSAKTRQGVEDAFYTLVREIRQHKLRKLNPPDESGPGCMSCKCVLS
Avidin bead fluor: avidin bead compound fluorescence profile | fluorescence (KMESF) at 10 µM | hit rate 0.38% among 220,000 | Avidin beads, compound fluorescence 488/530 nm, flow cytometry; stronger effect = higher value; in the data active = fluorescence above about 47; also: inactives centre near 10
Rab7 wt GTP bind: modulators of GTP binding to dog Rab7 wildtype GTPase; hit rate 0.055% among 190,000; GST-Rab7 beads, fluorescent GTP binding, flow cytometry; actives lie on both sides; untreated = 100%, excess cold GTP = 0%; GTP binding activity (percent of control), % at 10 µM; AID 758;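 active = fluorescent GTP binding to Rab7 beads changed by at least 20 points from the 100% baseline, either direction, mostly lower; inconclusive = compound itself probably fluorescent, or too few beads counted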;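 also: median green fluorescence of bound Bodipy-FL-GTP per Rab7 bead population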
Mcl-1 Bim block: human Bim-Mcl-1 interaction inhibition; Bead-based flow cytometry, Bim peptide-Mcl-1 binding; inhibition, % at 10 µM; hit rate 0.1% among 190,000; Q07820; AID 1009; in the data active = inhibition above about 40%;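 also: 0% = no compound tracer wells and 100% = peptide blocker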
Target sequence (Q07820 whole entry, looked up): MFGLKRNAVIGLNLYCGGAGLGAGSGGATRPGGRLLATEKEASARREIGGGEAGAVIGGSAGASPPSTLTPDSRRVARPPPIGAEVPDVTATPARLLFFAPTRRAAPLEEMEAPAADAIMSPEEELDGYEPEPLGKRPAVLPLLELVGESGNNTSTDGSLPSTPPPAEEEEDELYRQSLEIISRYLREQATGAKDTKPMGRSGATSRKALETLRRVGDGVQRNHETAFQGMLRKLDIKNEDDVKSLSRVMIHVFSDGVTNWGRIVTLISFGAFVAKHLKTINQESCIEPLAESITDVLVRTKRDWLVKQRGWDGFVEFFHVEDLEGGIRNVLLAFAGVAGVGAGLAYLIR
Mcl1 Noxa PPI: Mcl-1/Noxa interaction inhibition; hit rate 1.5% among 220,000; TR-FRET Mcl-1/Noxa peptide binding, 2 h; inhibition, % at 21.7 µM;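 active = compounds that cut the protein-peptide binding signal by more than 50% relative to plate controls in a single-dose test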;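 also: His-tagged Mcl-1 with rhodamine Noxa BH3 peptide and terbium anti-His antibody; 0% = Mcl-1 plus Noxa peptide wells and 100% = peptide-only wells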
Rac1 wt GTP bind: human Rac1 wildtype GTP binding, inhibitors and activators; P63000; GST-Rac1 beads, fluorescent GTP binding, flow cytometry; actives lie on both sides; 0 = cold GTP competed, 100 = untreated; GTP binding activity (% of control), % at 10 µM; hit rate 0.27% among 190,000;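 active = GTP binding activity at least 20 points away from the 100% control level, either lower or higher; inconclusive = compound flagged as likely green fluorescent, judged across all proteins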
Rac1 act GTP bind: human Rac1 activated mutant GTP binding change. P63000. GST-Rac1 activated beads, fluorescent GTP binding, flow cytometry; actives lie on both sides; 100% means binding = to untreated wells. percent activity (GTP binding), % at 10 µM. hit rate 0.11% among 190,000. AID 764;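 active = GTP binding at least 20 percentage points away from the 100% baseline, in either direction, so actives lie on both sides; inconclusive = Compound likely fluorescent itself, or too few beads counted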
Rab2 wt GTP: changes GTP binding to wildtype dog Rab2A, up or down; P61105; GST-Rab2 wt beads, Bodipy-GTP binding, flow cytometry; GTP binding activity, % at 10 µM; hit rate 0.19% among 190,000; AID 760;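 active = GTP binding activity at least 20 points away from 100%, either lowered or raised; inconclusive = signal likely due to the compound's own green fluorescence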;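 also: 0% = beads with excess unlabeled GTP and 100% = no-compound control corrected for plate trend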
Mcl1-Bid inh: Mcl-1/Bid interaction inhibition | Q07820 | TR-FRET Mcl-1/Bid-Dy647 peptide binding, 1536-well | inhibition, % at 21.7 µM | hit rate 0.97% among 220,000 | AID 1021;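 active = compounds that cut the binding signal by more than half at the single screening dose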;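 also: His-tagged Mcl-1 with europium anti-His antibody binding Bid BH3 peptide; 0% = Mcl-1 plus peptide wells and 100% = peptide-only wells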
Pf gametocyte: P. falciparum stage V gametocyte viability inhibition. P. falciparum stage V gametocytes, ATP luminescence, 24 h. inhibition, % at 10.9 µM. hit rate 0.065% among 150,000. AID 743093;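 active = inhibition above the mean plus 3 SD of compounds within the control limits, set per campaign, cut at about 38% in these data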;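 also: 0% = DMSO wells and 100% = medium only without gametocytes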
Starred values were filed as active, the others as inactive; ? = inconclusive; / = not tested or not shown.

SMILES | Cdc42 wt GTP | HRas wt GTP bind | Avidin bead fluor | Rab7 wt GTP bind | Mcl-1 Bim block | Mcl1 Noxa PPI | Rac1 wt GTP bind | Rac1 act GTP bind | Rab2 wt GTP | Mcl1-Bid inh | Pf gametocyte
O=C(Nc1ccccc1C(=O)O)c1ccc(Cl)c(S(=O)(=O)N2CCOCC2)c1 | 98.0 | 101.0 | 10 | 100.0 | -6.0 | 22.5 | 103.0 | 95.0 | 97.0 | 17.7 | /
CCOC(=O)C1=C(O)/C(=C/c2ccccn2)SC1=Nc1ccc(Cl)cc1 | 99.0 | 99.0 | 12 | 99.0 | -3.0 | 21.5 | 101.0 | 96.0 | 98.0 | 11.2 | -24.8
O=C(CCCNS(=O)(=O)c1ccc(Cl)c(Cl)c1)NCCc1ccccn1 | 96.0 | 98.0 | 12 | 103.0 | 0.0 | -10.8 | 97.0 | 97.0 | 99.0 | 3.2 | 28.5
COc1cc(S(=O)(=O)N2CCC(N3CCCCC3)CC2)ccc1-n1cnnn1 | 106.0 | 105.0 | 11 | 102.0 | 0.0 | 2.8 | 109.0 | 101.0 | 103.0 | -18.8 | /
COc1ccc(NS(=O)(=O)c2ccc(O)c(C(=O)OCC(=O)Nc3ccc4c(c3)OCCO4)c2)cc1 | 97.0 | 100.0 | 5 | 99.0 | -3.0 | 6.2 | 101.0 | 101.0 | 96.0 | -14.2 | 5.6
CCOc1ccc(C2C([N+](=O)[O-])=C(C)N(C)C(=O)N2C)cc1OC (centres undefined) | 96.0 | 96.0 | 10 | 98.0 | 2.0 | 9.3 | 98.0 | 94.0 | 95.0 | -31.2 | /
CC(C)OC(=O)CSc1nnc(CNc2cccc(Cl)c2)n1C | 100.0 | 100.0 | 8 | 92.0 | -5.0 | -0.4 | 101.0 | 101.0 | 100.0 | -13.4 | /
N/C(=N\OC(=O)c1ccc(Cl)c([N+](=O)[O-])c1)c1ccccn1 | 95.0 | 92.0 | 19 | 90.0 | 2.0 | -0.4 | 97.0 | 94.0 | 95.0 | -3.3 | 7.3
Cc1ccc(C)c(N2CCN(C(=O)CCc3nc4ccccc4[nH]3)CC2)c1 | 99.0 | 99.0 | 5 | 97.0 | -4.0 | 11.1 | 104.0 | 100.0 | 98.0 | -5.2 | /
C=CCc1ccccc1OCC(O)CN1CCN(C(=O)OCC)CC1 (centres undefined) | ? | ? | 11 | ? | -2.0 | 12.2 | ? | ? | ? | -45.4 | -46.5
Cc1cccc(Nc2nnc(SCC3CCCCO3)s2)c1 (centres undefined) | 103.0 | 99.0 | 10 | 98.0 | -6.0 | 22.8 | 103.0 | 101.0 | 100.0 | -17.1 | -13.7
CCOCC(=O)Nc1nnc(COCC)s1 | 105.0 | 105.0 | 8 | 100.0 | -2.0 | 15.2 | 101.0 | 101.0 | 104.0 | -16.6 | 7.3
CSc1nnc2c(n1)OC1(Nc3ccccc3-2)C(=O)Nc2ccccc21 (centres undefined) | 92.0 | 91.0 | 7 | 90.0 | 15.0 | 0.2 | 91.0 | 87.0 | 93.0 | -9.9 | 14.8
Cc1ccc(C(=O)COC(=O)CNC(=O)CNC(=O)c2ccc(C)cc2)cc1 | 104.0 | 103.0 | 6 | 105.0 | 0.0 | 8.1 | 107.0 | 102.0 | 102.0 | -17.0 | /
CC(C)(C)N(Cc1cc2ccccc2[nH]c1=O)C(=O)c1ccco1 | 98.0 | 97.0 | 14 | 100.0 | -2.0 | -10.4 | 99.0 | 96.0 | 99.0 | -2.2 | /
COC(=O)C1=C2SC(C)C(=O)N2C(N)=C(C#N)C1c1ccc(OC)c(OC)c1 (centres undefined) | 98.0 | 99.0 | 7 | 98.0 | 0.0 | 20.9 | 101.0 | 97.0 | 96.0 | -64.2 | /
Oc1ccc(Cl)cc1-c1cc(-c2ccco2)[nH]n1 | 105.0 | 102.0 | 37 | 100.0 | 0.0 | 20.1 | 101.0 | 99.0 | 101.0 | 19.8 | -21.1
CCC(=O)NC(=S)Nc1cccc(NC(=O)c2ccccc2Cl)c1 | 100.0 | 101.0 | 38 | 99.0 | -5.0 | -6.9 | 100.0 | 98.0 | 99.0 | -12.2 | -15.9
O=C1OCCC1Sc1nnc(-c2ccc3c(c2)OCO3)o1 (centres undefined) | 96.0 | 95.0 | 27 | 97.0 | 1.0 | 6.0 | 98.0 | 96.0 | 94.0 | -0.8 | 8.0
C=CCn1c(COc2ccccc2)nnc1SCC(=O)N/N=C/c1cc(Cl)ccc1O | 103.0 | 102.0 | 8 | 102.0 | -4.0 | -28.4 | 105.0 | 100.0 | 101.0 | -32.1 | -5.7

Three of the entries above in order of their number in Rab7 wt GTP bind, falling.
SMILES	Rab7 wt GTP bind
O=C(CCCNS(=O)(=O)c1ccc(Cl)c(Cl)c1)NCCc1ccccn1	103.0
CCOc1ccc(C2C([N+](=O)[O-])=C(C)N(C)C(=O)N2C)cc1OC (centres undefined)	98.0
CC(C)OC(=O)CSc1nnc(CNc2cccc(Cl)c2)n1C	92.0

More results follow.
SMILES | Cdc42 wt GTP | HRas wt GTP bind | Avidin bead fluor | Rab7 wt GTP bind | Mcl-1 Bim block | Mcl1 Noxa PPI | Rac1 wt GTP bind | Rac1 act GTP bind | Rab2 wt GTP | Mcl1-Bid inh | Pf gametocyte
CC(NC(=O)c1ccc(Br)s1)C1CCCO1 (centres undefined) | 95.0 | 95.0 | 13 | 92.0 | 2.0 | 1.0 | 94.0 | 94.0 | 93.0 | -3.8 | /
COc1ccc(C(CC(=O)O)NC(=O)c2ccccc2[N+](=O)[O-])cc1 (centres undefined) | 100.0 | 98.0 | 7 | 97.0 | -2.0 | -2.0 | 101.0 | 98.0 | 98.0 | -14.8 | /
CCOc1ccc(-c2nnn(CC(=O)N3CCN(c4ccc(F)cc4)CC3)n2)cc1OCC | 98.0 | 101.0 | 11 | 101.0 | -1.0 | 12.1 | 100.0 | 100.0 | 100.0 | -23.3 | /
CCN=C1SC(C(=O)Nc2cccc(OCC)c2)CC(=O)N1CC (centres undefined) | 99.0 | 101.0 | 36 | 102.0 | -3.0 | 0.8 | 103.0 | 99.0 | 100.0 | -6.0 | /
Cc1cc(=O)[nH]c2n[nH]c(-c3ccccc3)c12 | 103.0 | 103.0 | 36 | 101.0 | -1.0 | 1.0 | 101.0 | 98.0 | 102.0 | -30.9 | /
COc1cc(C(=O)Nc2c(C)cc(C)cc2C)c(-n2cnnn2)cc1OC | 105.0 | 101.0 | 8 | 99.0 | -21.0 | -2.9 | 109.0 | 104.0 | 100.0 | -22.7 | 9.7
Cc1cc(OCC(=O)O)c2ccccc2n1 | 101.0 | 103.0 | 10 | 104.0 | 0.0 | 7.7 | 106.0 | 99.0 | 100.0 | 0.5 | 11.9
CN1CCN(CCCNC(=O)c2ccc(/C=C3/Sc4ccccc4N(Cc4cccc(Cl)c4)C3=O)cc2)CC1 | 94.0 | 97.0 | 5 | 94.0 | -1.0 | 28.3 | 97.0 | 97.0 | 98.0 | -50.7 | -21.8
CCOC(=O)C1CCN(C(=O)COc2ccc(S(=O)(=O)N3CCCC3)cc2C)CC1 | 99.0 | 101.0 | 10 | 108.0 | 2.0 | 5.3 | 105.0 | 94.0 | 101.0 | -20.0 | -3.6
COc1ccc2nc(N3CCC(O)CC3)c(C#N)cc2c1 | 99.0 | 100.0 | 23 | 98.0 | 3.0 | 13.7 | 97.0 | 98.0 | 98.0 | -18.2 | /
COc1ccccc1N1CCN(C(=O)CN2C(=O)C3CCCCC3C2=O)CC1 (centres undefined) | 97.0 | 96.0 | 12 | 99.0 | -1.0 | -2.6 | 99.0 | 97.0 | 98.0 | -17.5 | /
O=S(Cc1ccc(Br)cc1)Cc1nnc(SCc2c(F)cccc2Cl)n1-c1ccccc1 (centres undefined) | 101.0 | 101.0 | 13 | 96.0 | -4.0 | 23.6 | 103.0 | 100.0 | 99.0 | 9.3 | -15.7
O=C1c2ccccc2C(=O)N1CC(=O)N1c2ccccc2CCc2ccccc21 | 100.0 | 100.0 | 8 | 95.0 | -1.0 | -9.7 | 102.0 | 100.0 | 100.0 | 1.9 | /
COc1ccc(-c2nc3scc(-c4ccc(OC)c(OC)c4)c3c(=O)o2)cc1 | 105.0 | 107.0 | 12 | 107.0 | 0.0 | 24.2 | 109.0 | 101.0 | 109.0 | 23.8 | /
O=C(NCc1ccc(Cl)cc1)C(=O)NCC1OCCN1C(=O)c1cccs1 (centres undefined) | 101.0 | 99.0 | 15 | 101.0 | -4.0 | 12.1 | 104.0 | 100.0 | 99.0 | -46.2 | -5.3
CC(C)=CCN1CCN(Cc2ccc(C#CC(C)(C)O)cc2)CC1CCO (centres undefined) | 95.0 | 98.0 | 7 | 96.0 | 1.0 | 10.1 | 97.0 | 94.0 | 97.0 | -63.0 | -4.6
O=C(CSc1nnnn1-c1ccccc1F)NNC(=O)c1ccco1 | 98.0 | 100.0 | 10 | 101.0 | -3.0 | 1.5 | 102.0 | 98.0 | 101.0 | -1.1 | 9.6
CC(C)(C)C(=O)Cn1ncc(Br)c(Br)c1=O | 97.0 | 105.0 | 7 | 108.0 | -2.0 | 7.8 | 100.0 | 97.0 | 101.0 | -20.4 | 14.3
Cc1ccc(/C=C/c2nnc(-c3ccccc3)o2)cc1 | 99.0 | 99.0 | 14 | 98.0 | 1.0 | -9.6 | 100.0 | 100.0 | 99.0 | -20.4 | /
NC(=O)N1CC(O)CC1C(=O)Nc1ccc(Cl)c(Cl)c1 (centres undefined) | 102.0 | 102.0 | 23 | 96.0 | -2.0 | 21.4 | 105.0 | 102.0 | 101.0 | -7.5 | 3.7
Cc1ccc(C(=O)Oc2cc(C)n(C)c(=O)c2)cc1 | 103.0 | 101.0 | 25 | 97.0 | -1.0 | -3.6 | 104.0 | 98.0 | 98.0 | -40.5 | 19.4
C/C(=N\Nc1nc(C)cc(=O)[nH]1)C1CC1 | 100.0 | 97.0 | 13 | 97.0 | -2.0 | -8.2 | 99.0 | 95.0 | 94.0 | -24.6 | /
COC(=O)c1cc(OC)c(OC)cc1NC(=O)Cc1ccccc1[N+](=O)[O-] | 102.0 | 101.0 | 11 | 99.0 | -2.0 | 4.9 | 96.0 | 97.0 | 103.0 | -25.0 | /
CN(C)/C=N/c1sc2c(c1C#N)CCCCC2 | 102.0 | 104.0 | 7 | 102.0 | -4.0 | -11.5 | 105.0 | 103.0 | 106.0 | -58.9 | 24.9
